# T cell modulator: modulators of CD8 T cell-vesicle binding, primary screen, mouse 2C CD8+ T cells, flow cytometry. 2C CD8+ T cell-vesicle binding; stronger effect = lower value. calls only at 7 µM. hit rate 0.068% among 330,000. AID 2052, 2009;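 active means response, share of CD8 T cells binding vesicles, and their 90th percentile fluorescence all below set limits, cut at about 80% in these data, passing the limit was not always enough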
#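 Assay system – 2C mouse CD8+ T cells · Also added – QL9-loaded Drosophila micro-vesicles · Timing – Cell–vesicle co-incubation 1.5 h at 37 °C, staining 20 min on ice · Signal – flow cytometry of vesicle-bound cells · Measure – percent CD8+ FL2 mean versus row control · Controls – Peptide-free naked vesicles (low) and QL9 vesicles with 0.7% DMSO vehicle (high)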
# Autophagy HCS: autophagy modulators in MEF cells, primary screen, imaging, high-content, MEF GFP-LC3; MEF GFP-LC3 puncta imaging; test concentration mostly 10 µM; calls only at 10 µM (by protocol); hit rate 0.98% among 190,000;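 active means percentage of spot-positive cells more than 3 SD above its plate mean, without a fluorescence outlier flag or 80% toxicity; inconclusive means no clear call, values can overlap the other calls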;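 further: spot-positive cell cutoff set from DMSO-treated cells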
# Dynein cargo inh: inhibitors of GR-EGFP nuclear translocation, primary screen, dynein cargo transport inhibitor project, imaging, high-content, 3617.4 mouse cells; z-score, hits read low; hit rate 0.47% among 220,000; AID 1381, 2008; test concentration mostly 20 µM; stimulated with dexamethasone, 1 µM; stronger effect = lower value;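 active means plate z-score of nuclear minus cytoplasmic receptor signal below a set negative limit, without overly bright fluorescence or cell loss, cut at about -3.5 in these data, passing the limit was not always enough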;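 further: z-score of nuclear minus cytoplasmic ring GR-EGFP intensity difference per well; some compounds called inactive have numbers as strong as hits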
#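 Buffer or medium: tetracycline-free induction medium containing charcoal-stripped FBS / Reagent: dexamethasone agonist, 1.0 µM final, for 30 min / Technique: automated 10x imaging of fixed Hoechst-stained cells / Times: induction 48 h, compound 1 h, agonist 30 min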
# bCat nuc transl: modulators of beta-catenin nuclear translocation, primary screen, imaging, HeLa cells, immunofluorescence, high-content | nuclear translocation activity, % at 5 µM | hit rate 0.3% among 190,000 | AID 1665, 2009;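 active means nuclear translocation activity above 50% at 5 µM, with a well cell count of 50 or more; inconclusive means wells under 50 cells across six images, flagged as toxic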;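 further: per-cell ratio of nuclear to cytoplasmic median beta-catenin stain intensity; plate controls were DMSO negative control for no effect and GSK-3 inhibitor IX positive control for full effect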
#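 Test system: human HeLa cells, endogenous beta-catenin. Times: 24 h compound exposure, 37°C. Measured by: beta-catenin immunofluorescence imaging with DAPI.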
# M17LAP inhibition: P. falciparum M17LAP inhibitors, primary screen, biochemical, fluorogenic H-Leu-NHMec substrate, 1536-well (AID 1619); recombinant M17LAP, H-Leu-NHMec fluorogenic kinetic assay; higher % means a stronger effect; inhibition, % at 30 µM, or IC50 in µM where a hit was titrated; hit rate 0.38% among 220,000;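 active means compound inhibiting the enzyme by more than half at any dose during confirmatory dose-response retesting; inconclusive means strong single-dose inhibitors picked by rank but not retested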;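 further: plate controls were full reaction with DMSO carrier for no effect and no enzyme background for full effect; strong numbers were not always called active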
# Yfh1-depleted yeast: enhancers of respiration in Yfh1-depleted yeast, dose response, Friedreich's ataxia, plus single-dose screen (AID 1465) | hit rate 0.074% among 220,000 | fold induction at 50 µM; hits with a dose series show EC50 in µM | S. cerevisiae Yfh1-off respiration, WST-1 reduction, 72 h; higher fold induction means a stronger effect;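 active means fold induction of absorbance versus untreated yeast above a set limit, then at least 30% activation at any dose in follow-up; inconclusive means repeats straddling the limit, or above it without dose testing; inactive means fold induction below the set limit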;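 further: activators that raise dye reduction in frataxin-depleted yeast; strong numbers were not always called active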
# P. falciparum M1AAP: P. falciparum M1AAP inhibitors, biochemical, fluorogenic H-Leu-NHMec substrate, 1536-well (AID 1445); recombinant M1AAP, H-Leu-NHMec fluorogenic kinetic assay; higher % means a stronger effect; Aminopeptidase N (Plasmodium falciparum (isolate 3D7)); hit rate 0.42% among 220,000; inhibition, % at 30 µM; hits with a dose series show IC50 in µM;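 active means primary inhibition above the hit cutoff, then over 50% inhibition at one or more dose response concentrations, cut at about 23% in these data, passing the limit was not always enough; inconclusive means conflicting primary data, or primary hits not chosen for dose response; inactive means low primary inhibition, or under 50% at every dose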;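 further: plate controls were DMSO full reaction for no effect and no enzyme background for full effect; strong numbers were not always called active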
# WT yeast gro inh: growth inhibition of WT strain, primary screen, mitochondrial fusion inhibitor project, WT and mutant strains, chemical genetic; mitochondrial fusion phenotypic screen; inhibition, % at 10 µM; hit rate 2.1% among 190,000; in the data active means inhibition above about 58%; tested in S. cerevisiae
# MT stabilize HCS: microtubule stabilizers in HeLa cells, primary screen, imaging, high-content imaging; HeLa tubulin immunostaining HCS, 24 h; share of cells brighter than vehicle mean+2SD; % tubulin-high responders, % at 10 µM; hit rate 0.83% among 200,000; AID 2205, 2009;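 active means plate Z-score above 3 for both tubulin-high and condensed-nucleus cell shares, with cell loss under 80%, at 10 µM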;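 further: anti alpha tubulin signal scored within the nucleus-defined area of each cell; some results filed as inactive read as strong as hits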
# WT yeast gro inh mutant strain: second read-out of WT yeast gro inh, no call of its own (marks repeat the call); inhibition, %; mitochondrial fusion phenotypic screen, mutant strain inhibition
# Dynein cargo inh cytoplasmic EGFP: also measured in Dynein cargo inh; calls as there; z-score; measured here: cytoplasmic GR-EGFP intensity; stronger effect = higher value
# Dynein cargo inh nuclear GR-EGFP: further read-out of Dynein cargo inh, marked with its call; z-score; measured here: nuclear GR-EGFP intensity;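 lower value marks the stronger effect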
# Dynein cargo inh cell count: also measured in Dynein cargo inh; calls as there; z-score; measured here: cell count per field
# bCat nuc transl cell count 5 µM: further read-out of bCat nuc transl, marked with its call; cell count; measured here: cell count, cytotoxicity flag
# T cell modulator vesicle-bound %: recorded beside T cell modulator, whose call it bears; double positive events, %; measured here: CD8+ vesicle-bound cell fraction;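 binding gate set so that unloaded-vesicle control wells show 10% double positive cells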
# MT stabilize HCS Hoechst-high %: recorded beside MT stabilize HCS, whose call it bears; % Hoechst-high responders; measured here: nuclear condensation Hoechst responders;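 share of cells brighter than vehicle mean plus two SD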
# MT stabilize HCS cytotoxicity %: also measured in MT stabilize HCS; calls as there; toxicity, %; measured here: cytotoxicity by cell density;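 0% = mean cell density of plate MIN control wells and 100% = no cells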
# Autophagy HCS cell loss 18 h: further read-out of Autophagy HCS, marked with its call; toxicity, %; measured here: cell loss, nuclei count;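 cell loss after 18 h compound exposure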
# * hit, by the source's call; i = inactive; ? = inconclusive; / = no result given.
# Second line of a record – MT stabilize HCS, Autophagy HCS, WT yeast gro inh mutant strain, Dynein cargo inh, bCat nuc transl cell count 5 µM, P. falciparum M1AAP, Autophagy HCS cell loss 18 h, MT stabilize HCS Hoechst-high %, Dynein cargo inh cytoplasmic EGFP, WT yeast gro inh, Yfh1-depleted yeast, T cell modulator, M17LAP inhibition, T cell modulator vesicle-bound %, Dynein cargo inh nuclear GR-EGFP, MT stabilize HCS cytotoxicity %, Dynein cargo inh cell count, bCat nuc transl
Cc1ccc(S(=O)(=O)/N=C(\c2ccccc2)N(C)S(=O)(=O)c2ccccc2)cc1
    3.9, i, 0.3, 0.682, 973, 0.3%, 2.6, 2.7, -0.223, 2.1, i, i, 1.5%, 40.2, 0.454, 5.7, -0.847, -1.1
CCn1c(=O)c(=O)[nH]c2cc(C(=O)NC3CC3)ccc21
    5.0, i, -0.5, -0.456, 1045, 2.7%, -13.0, 1.6, -0.224, 5.4, i, i, 10.2%, 16.7, -0.084, 7.2, 0.296, -1.7
Cn1c2c(c(=O)n(C)c1=O)C(c1cccc([N+](=O)[O-])c1)Nc1ccccc1O2 (stereo unspecified)
    2.8, i, -5.2, -0.508, 1347, 9.6%, 3.4, 1.1, -0.14, -12.5, i, i, -4.1%, 48.2, -0.0385, 7.7, -0.785, 0.6
CCNS(=O)(=O)c1ccc(NS(C)(=O)=O)cc1
    3.4, i, 3.1, -0.00936, 1407, 3.0%, -2.9, 2.3, -0.282, -7.9, i, i, 6.3%, 1.9, 0.142, 7.1, 0.807, -1.5
c1ccc(CCNc2ncnc3c2cnn3-c2ccccc2)cc1
    2.4, i, -10.8, -0.133, 1242, 6.5%, -3.8, 1.6, -0.236, 16.9, i, i, 2.3%, 32.6, -0.154, 4.9, 0.606, -0.3
CC1=C(C(=O)OC(C)C)C(c2ccc(N(C)C)cc2)C2=C(CC(C)(C)CC2=O)N1 (stereo unspecified)
    5.6, i, 5.9, 0.811, 1244, 10.5%, 5.0, 2.4, -0.0622, 9.1, i, i, 7.8%, 21.7, 0.824, 8.8, 0.0854, -7.7
COc1ccc(C(=O)NCC(=O)OCC(=O)N2CCCc3ccccc32)cc1
    4.9, i, -1.2, 0.0934, 1020, 0.4%, 6.1, 2.6, -0.0269, -12.0, i, i, -1.4%, 64.2, 0.266, 7.6, -1.15, 1.9
CC(=O)Nc1cccc(NC(=O)CSc2nnnn2-c2ccc3c(c2)OCO3)c1
    /, /, /, -0.319, 1345, -3.4%, /, /, -0.229, /, i, /, -6.3%, /, 0.35, /, -0.122, -0.1
CC12CCC(C(=O)NC3CCCC3)(CC1=O)C2(C)C (stereo unspecified)
    3.4, i, 10.0, -0.851, 1108, 9.4%, 1.8, 2.6, -0.248, 15.2, i, i, 1.8%, 40.7, -0.505, 6.2, 0.639, 0.6
Cc1csc(SCC(=O)NC(=O)NCc2ccccc2)n1
    1.8, i, -13.1, 0.174, 1112, 12.8%, 5.4, 0.3, -0.233, -6.9, i, i, 3.0%, 60.1, 0.404, 26.1, 0.54, -0.8
CCOc1ccc(S(=O)(=O)N2CCN(C(=S)NC3CC3)CC2)cc1
    3.4, i, 6.8, -0.265, 1075, -2.0%, 11.4, 2.4, -0.342, -2.0, i, i, -0.5%, 5.8, -0.405, 4.3, 0.802, -0.3
CC1CC(OCC(O)C[N+]2(C)CCOCC2)CC(C)(C)C1 (stereo unspecified)
    1.9, i, -13.2, 0.761, 1054, ?, -1.9, 1.1, -0.152, -2.2, i, i, 5.0%, 45.1, 0.471, 2.2, -0.304, -0.2
O=C(NC1CCCCCCC1)C1=COCCO1
    7.2, i, 12.8, -1.6, 1062, -1.7%, 16.6, 1.3, -0.223, 10.5, i, i, -2.5%, 14.8, -0.76, 4.3, 0.861, -0.7
COc1ccc(N2CCN(CCNC(=O)CCN3C(=O)COc4ccccc43)CC2)cc1
    2.6, i, 42.7, -1.32, /, 7.5%, -8.3, 4.7, -0.228, -1.0, i, i, 9.0%, 29.9, -0.373, 13.7, 1.09, /
Cc1c(C(=O)O)cccc1-n1c(C)cc(/C=N/Nc2ccc([N+](=O)[O-])cn2)c1C
    /, /, /, -0.761, 1332, 14.6%, /, /, 0.171, /, i, i, 19.1%, 41.3, -0.365, /, 0.712, -0.2
C=CCc1ccc(OCCCCN2CC(C)CC(C)C2)c(OC)c1 (stereo unspecified)
    6.1, i, 43.5, 0.476, 1500, -0.4%, 6.4, 1.9, -0.207, 20.2, i, i, 3.3%, 9.3, 0.392, 11.6, -0.529, 0.6
O=C(CCCCCN1C(=O)CCC1=O)NCc1ccccc1
    1.4, i, 16.5, -0.285, 966, 4.1%, 6.4, 2.6, -0.302, 2.9, i, i, 3.4%, 52.7, -0.267, 5.0, -0.183, -1.2
NNC(=O)COc1cccc(Oc2ccccc2)c1
    1.6, i, 5.0, 0.747, 1140, 1.4%, 4.4, 0.8, -0.308, 7.5, i, i, 8.4%, 49.5, 0.301, 6.4, -0.158, 0.2
CNc1nc(Cl)nc(NC(C)(C)C)n1
    0.8, i, 4.0, -0.383, /, 0.7%, 3.7, 2.2, -0.184, 1.7, i, i, -1.8%, 59.8, -0.467, 8.4, 0.747, /
Cc1ccc(NS(=O)(=O)c2sc3ccc(Cl)cc3c2C)cc1
    /, /, /, 1.9, 1191, -5.6%, /, /, -0.23, /, i, i, -4.6%, 16.4, 0.708, /, -1.55, 0.2
CC12CN(Cc3ccccc3)CC(C)(CN(Cc3ccccc3)C1)C2=NO
    6.1, i, 13.1, -0.293, 694, 6.7%, 14.5, 3.3, -0.215, 5.9, i, i, 2.5%, 31.5, -0.0616, 11.1, -0.854, -1.2
c1ccc(CCNc2ncnc3scc(C4COc5ccccc5O4)c23)cc1 (stereo unspecified)
    1.2, i, 35.7*, -1, 862, -3.3%, -4.6, 1.0, -0.153, 69.1*, i, i, -5.2%, 42.2, -0.237, 2.2, 0.649, 0.8
Cc1noc2ncnc(Sc3ccccc3Cl)c12
    1.7, i, 97.7*, -2.83, 1055, 2.8%, 46.7, 1.9, 0.587, 98.6*, i, i, -4.9%, 14.5, -1.47, 5.5, -0.016, -5.0
Cc1cccc2cc(/C=C/C(=O)c3ccco3)c(Cl)nc12
    /, /, /, -0.243, 1331, 10.7%, /, /, 0.12, /, i, i, 6.3%, 36.0, 0.353, /, -1.41, -1.2
CCOC(=O)c1ccc2[nH]c3c(c2c1)CCCC3C(=O)OCC (stereo unspecified)
    1.8, i, -4.3, 0.275, 833, -5.0%, -1.3, 1.9, -0.137, 1.1, i, i, -3.8%, 48.9, 0.273, 7.5, -0.338, 0.5
CCN1CCN(CC(=O)n2c3c(c4ccccc42)CC(C)CC3)CC1 (stereo unspecified)
    3.0, i, 7.5, 4.16, 1086, 1.0%, 0.8, 1.1, 0.317, 8.0, i, i, -1.5%, 30.5, 2.5, 3.6, -3.29, -1.4
COc1ccc(CCN2C(=O)C3CC=C(C)CC3C2=O)cc1OC (stereo unspecified)
    4.3, i, 9.9, -0.104, 1104, 7.8%, -14.0, 1.7, -0.231, -10.2, i, i, 0.7%, 21.3, 0.333, 2.7, -0.767, 4.0
CC(C(=O)N=Nc1c(O)n(C)c2ccc(Br)cc12)n1cnc2ccccc2c1=O (stereo unspecified)
    3.6, i, 30.6, 0.628, 1090, 9.1%, 2.7, 2.1, -0.312, 17.8, i, i, 5.3%, 52.8, 0.169, 6.1, -0.89, 0.2
COc1ccc([N+](=O)[O-])cc1NC(=O)COC(=O)C=C(C)C
    2.4, i, -2.4, 0.997, 1133, 0.8%, 33.3, 1.5, -0.209, -0.5, i, i, 0.3%, 43.6, 0.8, 7.0, -0.739, -7.2
O=S(=O)(c1ccc2ccccc2c1)N1C=CC(C(F)(F)F)=NCC1
    1.9, i, -9.8, 0.841, /, 5.9%, 8.2, 1.5, -0.156, -6.0, i, i, 13.7%, 33.8, 0.47, 8.2, -0.191, /
OC(COc1cccc2ccccc12)CN1CCN(c2ccccc2Cl)CC1 (stereo unspecified)
    /, /, /, 1.41, 1352, -1.8%, /, /, -0.137, /, i, i, 0.5%, 41.0, 1.52, /, -1.84, -0.9
O=C(CSc1cccc[n+]1[O-])NN(c1ccccc1)c1ccccc1
    /, /, /, 0.465, 1298, -0.1%, /, /, -0.274, /, i, i, 3.0%, 34.5, -0.0617, /, 0.21, 1.9

# Source: PubChem (several laboratories)
